# APJ antagonist: blocks the human apelin receptor APJ; P35414; CHO-K1 APJ beta-arrestin complementation, luminescence; inhibition, % at 20 µM; 330,000 compounds, 0.32% hits;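 active = inhibition above about 40% at 20 µM, limit read from the data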;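 also: cells challenged with 10 nM apelin-13 agonist together with compound; plate controls were apelin-13 plus DMSO wells for no effect and DMSO wells lacking apelin-13 for full effect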
# Target sequence (P35414 whole entry, looked up): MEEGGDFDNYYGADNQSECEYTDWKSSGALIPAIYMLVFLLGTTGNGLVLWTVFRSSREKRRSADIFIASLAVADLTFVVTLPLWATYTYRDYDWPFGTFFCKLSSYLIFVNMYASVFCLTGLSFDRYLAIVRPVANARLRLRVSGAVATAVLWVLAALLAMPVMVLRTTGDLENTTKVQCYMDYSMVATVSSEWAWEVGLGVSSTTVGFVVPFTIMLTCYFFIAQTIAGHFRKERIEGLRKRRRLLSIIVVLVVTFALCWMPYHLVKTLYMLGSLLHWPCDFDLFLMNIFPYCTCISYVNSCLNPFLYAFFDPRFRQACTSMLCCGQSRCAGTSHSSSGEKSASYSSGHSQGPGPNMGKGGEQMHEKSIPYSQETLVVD
# TIM10 inh: inhibits growth of TIM10 yeast strain; S. cerevisiae TIM10 strain growth, BacTiter-Glo luminescence, 24 h; inhibition, % at 10 µM; 330,000 compounds, 1.4% hits;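 active = inhibition of 40% or more at the single tested concentration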;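 also: wild-type TIM10 isogenic control strain grown at permissive 25 °C; 0% = DMSO yeast wells and 100% = minimal medium wells without yeast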
# NR3A LBD binder: NR3A (human) ligand-binding domain modulation. Tm shift relative to glycine control, % at 25 µM. 340,000 compounds, 2.5% hits. AID 1259313. NR3A LBD differential scanning fluorimetry, Tm shift; 0% = protein alone, 100% = glycine-bound protein;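 active = melting temperature shift of at least 10% of the positive control shift, at one fixed dose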
# tim23-1 inh: growth inhibitors of tim23-1 mutant yeast. S. cerevisiae tim23-1 growth, BacTiter-Glo luminescence, 24 h. inhibition, % at 20 µM. 330,000 compounds, 1.3% hits. AID 463212;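 active = growth inhibition of the mutant yeast at or above 50%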;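 also: temperature-sensitive mutant grown at 25 °C; plate controls were DMSO-treated mutant yeast for no effect and medium wells lacking yeast for full effect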
# tim10-1 inh: growth inhibitors of tim10-1 mutant yeast. S. cerevisiae tim10-1 ts strain growth, BacTiter-Glo, 24 h. 330,000 compounds, 2.2% hits. AID 463190. inhibition, % at 20 µM;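 active = inhibition of at least 40%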;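 also: mutant grown at 25 °C; 0% = DMSO wells with yeast and 100% = wells holding no yeast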
# APJ agonist: APJ receptor agonism; CHO-K1 APJ PathHunter beta-arrestin, luminescence; 0% DMSO wells, 100% apelin; activation, % at 20 µM; 330,000 compounds, 0.11% hits;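 active = activation more than six SD over the plate average, tested at 20 µM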;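 also: 0% = DMSO alone and 100% = apelin-13 at 10 nM; some results filed as inactive read as strong as hits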
#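 Incubation: overnight seeding, 90 min compound at 25 °C, 1 h detection; test system: PathHunter CHO-K1 APJ (AGTRL-1) beta-arrestin reporter cells; amount: 1000 cells/well; doses: one dose, 20 µM compound, 1% DMSO; measured by: beta-gal luminescence; measure: agonist-driven arrestin binding to APJ; benchmarks: negative DMSO alone, positive Apelin-13 at 10 nM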
# NLRP3 yeast inh: blocks the NALP3 inflammasome reconstituted in yeast; AID 2825; inhibition, % at 10 µM; 330,000 compounds, 0.39% hits; Yeast reconstituted NLRP3/ASC/caspase-1, beta-gal luminescence, 24 h;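 active = inhibition of 50% or more; inactive = inhibition below 50%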;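 also: plate controls were induced DMSO wells for no effect and uninduced yeast grown without galactose for full effect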
# beta cell repl: inducers of beta-cell replication in MIN6 cells; proliferation, % at 10 µM; 330,000 compounds, 0.29% hits; MIN6 cells proliferation, ATPlite luminescence, 48 h; cells starved in 0.2% serum; 100% = growth in 10% serum;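 active = compounds whose signal lies at least 3.5 SD above the mean of all wells on their plate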;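 also: 0% = DMSO-treated cells in low-serum medium and 100% = 10% serum control; some compounds called inactive have numbers as strong as hits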
# MPTP block: permeability transition pore inhibition. isolated mouse mitochondria, Ca2+ swelling absorbance, 30 min. inhibition, % at 10 µM. 360,000 compounds, 1.4% hits;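 active = inhibition of 50% or more, scaled per plate between neutral and stimulator controls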;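 also: 0% = DMSO wells given calcium and 100% = 1 mM EGTA wells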
# An asterisk follows results filed as active; & = joins results of further samples.
structure	APJ antagonist	TIM10 inh	NR3A LBD binder	tim23-1 inh	tim10-1 inh	APJ agonist	NLRP3 yeast inh	beta cell repl	MPTP block
CCOc1ccc(CCNC(=O)C2CCCN(c3nn4c(=O)cc(C)nc4s3)C2)cc1 (centres undefined)	-3	-15	1	15	9	-3	9	-4	-0.3
c1ccc(-n2nnnc2NCCCN2CCOCC2)cc1	11	-2	1	-10	-12	0	7	3	-1.5
CC(C)(C)C(=O)Nc1ccc(C(=O)NNC(=O)Cc2ccccc2)cc1	24	-5	2	6	-17	-2	-3	-2	0.0
COc1ccc(C(=O)NCc2ccc(C(=O)NCC(OC)OC)cc2)cc1OC	-13	4	-1	9	-2	0	14	-4	6.2
CCCn1c(=O)c2ccccc2n2c(SCCNCCO)nnc12	-3	4	-2	3	7	1	9	1	0.5
CCOc1cc(C)c(C(C)C)cc1S(=O)(=O)n1ccc(C)n1	21	19	-3	44	30	-3	-2	3	-1.5
CC1(c2nnc(-c3cccc(Cl)c3)o2)CC(c2cccc(Cl)c2)=NO1 (centres undefined)	12	-14	-4	27	0	-6	10	-6	2.2
O=C(Nc1ncnc2sc3c(c12)CCCCC3)c1ccco1	29	11	-1	-17	7	9	12	2	-1.8
Cc1ccc(Nc2ccc(N)cc2S(=O)(=O)O)cc1	-3	9	-4	16	14	-3	-1	1	0.2
O=C(O)CNC(=O)CCCn1nnc2ccccc2c1=O	10	3	-2	-7	24	-3	-16	-1	1.5
COc1cc(C2C(C(=O)c3ccc(C)o3)=C(O)C(=O)N2c2cc(C)on2)cc(OC)c1OC (centres undefined)	1	2	0	0	-18	-2	8	-2	1.9
O=C(Cc1ccccc1)n1nc(-c2ccco2)nc1SCc1ccccc1	8	0	-1	24	10	-1	-7	-2	-2.4
Cc1cc(C)c(NC(=O)CCCN2CCOCC2)c(C)c1	6	-13	0	4	4	-1	5	0	-2.1
COc1ccc(NC2CC(=O)N(CCc3ccccc3)C2=O)cc1 (centres undefined)	9	-8	-1	-5	9	-2	18	-2	-1.9
CCN(CCn1cccn1)Cc1c(C(=O)N2C[C@@H](C)O[C@@H](C)C2)nc2ccc(Cl)cn12	4	13	0	5	0	-5	2	-1	-0.5
CC1(C)C/C(=N\O)c2cc3c(nc2C1)CCCC3	0	0	0	13	8	-2	-23	1	0.9
CN(Cc1ccccc1)c1ncnc(N)c1[N+](=O)[O-]	5	-13	-2	15	11	-4	16	7	1.6
O=C1CC(O)(c2ccccc2)C(c2ccccc2)=C1c1ccccc1 (centres undefined)	4	14	-6	3	22	-3	-2	-2	0.9
COc1ccc(NS(=O)(=O)CC23CCC(CC2=O)C3(C)C)cc1 (centres undefined)	-17	0	2	20	27	-2	-7	-2	-0.6
CC(C)CNC(=O)COC(=O)Cc1ccc(Cl)cc1	1	2	2	9	7	-1	6	0	1.8
O=C(CN1C(=O)c2cccnc2Oc2ccc(Cl)cc21)N1CCCCCC1	18	13	-3	31	9	-2	1	-1	-1.5
COc1ccccc1CNC(=O)c1ccc2ccccc2n1	-2	-11	2	25	7	-3	38	-2	-1.5
COc1ccc2[nH]c(=O)c(CN(C(=O)c3ccccn3)C3CCCCC3)cc2c1	-6	4	4	-8	4	1	22	-1	2.2
CCOC(=O)c1sc(NC(=O)c2ccc(Br)o2)cc1C	6	6	1	15	-13	-1	17	-2	0.3
Cn1c(CC(=O)Nc2ccccc2F)nnc1SCC(=O)NC1=NCCS1	-16	-16	0	7	24	-2	0	2	-1.8
COc1ccc(-c2csc(NC(=O)CSc3nc4ccccc4c(=O)[nH]3)n2)cc1	7	-7	21*	-10	-8	-1	17	-2	-0.4
Cc1sc2ncnc(N3CCC(C(=O)Nc4ccc(Cl)c(Cl)c4)CC3)c2c1C	-1	19	11*	18	27	-5	14	-8	26
O=C(Nc1ccc(O)c2c(=O)cc(-c3ccccc3Cl)oc12)c1cccs1	9	1	-6	-7	-11	-4	13	-2	-1.2
COc1ccc(-n2nnnc2Sc2ccc(S(=O)(=O)N3CCOCC3)cn2)cc1	5	14	8	4	24	-6	0	-2	-1.2
Cc1ccc2nc(-c3ccncc3)cc(C(=O)N3CCOCC3)c2c1	-2	-3	-2	4	16	-2	1	-4	-1.7
Cc1cc(OCC(=O)Nc2ccncc2)ccc1Cl	-16	17	0	5	-56	1	13	-3	98*
CCc1noc(N)c1C(=O)Nc1ccc(F)c(Cl)c1	-3	15	-3	2	0	-3	6	4	1.8
Cc1occc1C(=O)N1CCCC(N2CCN(c3cccc(Cl)c3)CC2)C1 (centres undefined)	-8	-1	-1	5	6	2	-7	3	0.2
COc1ccccc1N1CCN(C(=O)c2cc(-c3ccc(F)cc3)on2)CC1	3	27	3	49	30	-1	19	0	-0.4
CC(Oc1ccc(Cl)cc1Cl)C(=O)Nc1ncccn1 (centres undefined)	5	-18	-1	12	7	-3	8	-2	-1.0
Cc1ccc(-c2ccc(C(=O)NCCCNC(=O)c3cnccn3)o2)cc1Cl	0	1	1	22	20	0	-3	7	0.7
O=C(CSc1ccccc1C(=O)N1CCN(c2ccc([N+](=O)[O-])cc2)CC1)N1CCCC1	-11	-6	-1	15	10	-4	4	-3	0.3
COc1ccccc1C(=O)Nc1ccnn1C1CCN(C(=O)c2ccoc2)CC1	-7	-3	-1	15	6	7	-2	-6	0.0
CCOc1ccccc1NC(=O)COc1coc(CN2CCc3ccccc32)cc1=O	-6	4	-1	28	15	4	21	-1	0.5
COc1ccc(-c2cc(C(=O)N3CCc4ccccc4C3)no2)cc1	13	6	0	41	21	-4	27	-2	1.3
Cc1ccc(C)c(NS(=O)(=O)c2ccc(OCC(=O)NCC3CCCO3)cc2)c1 (centres undefined)	14	-4	1	8	7	-2	9	-1	-1.5
CC1CCN(C(=O)C2CCCN(S(=O)(=O)c3ccc4c(c3)CC(C)N4C(=O)C3CC3)C2)CC1 (centres undefined)	-4	17	-1	14	-8	0	3	0	-2.5
Cc1ccccc1C(=O)Oc1ccccc1C(=O)N1CCOCC1	-3	-2	0	8	21	-3	-1	-2	-1.6
CCOC(=O)N1CCN(Cc2nc(Cc3cccc(F)c3)no2)CC1	-13	-13	-1	13	1	-5	4	-2	1.9
Cc1ccc(C2=Nn3c(COc4ccc(Cl)cc4)nnc3SC2CC(=O)O)cc1 (centres undefined)	13	7	0	12	11	-2	11	0	0.3
N/C(=N\OC(=O)c1cc([N+](=O)[O-])ccc1Cl)c1ccccn1	-87	10	-2	28	19	12	5	-4	0.4
COc1cc(C(=O)Nc2nc3ccc(S(C)(=O)=O)cc3s2)cc(OC)c1C	10	13	2	8	29	-2	11	0	0.8
O=C(Nc1ccc(F)cc1)c1ccc(C(=O)N2CCOCC2)cc1	4	11	5	8	17	-6	9	0	-1.4
CCOC(=O)c1[nH]c2ccccc2c1NC(=O)CC	-13	5	1	9	8	-1	10	-2	-0.9
O=C(COc1ccc(/C=N/NS(=O)(=O)c2ccccc2)cc1)Nc1ccccc1	8	-2	-7	15	0	2	-1	0	-1.9
COc1ccc(N2CCN(S(=O)(=O)c3c(C)nc4sccn4c3=O)CC2)cc1	14	10	-1	8	6	-4	12	-1	-1.2
COc1ccc(CCNC(=O)CN(c2cccc([N+](=O)[O-])c2)S(C)(=O)=O)cc1OC	-7	0	2	-5	14	-3	11	1	-1.3
O=C(COc1ccc(C(=O)NCc2cccnc2)cc1)Nc1cccc(C(F)(F)F)c1	0	-5	-7	5	-10	7	-2	-6	4.0
COc1ccc(C2C(C#N)=C(C)NC(C)=C2C#N)c(OC)c1	25	-19	1	9	-2	-5	2	-4	-2.2
CCOC(=O)C(NC(=O)CC)(Nc1sc2c(c1C(=O)OC)CCN(C)C2)C(F)(F)F (centres undefined)	-15	9	0	16	14	-2	2	1	-2.5
CCS(=O)CC(=O)Nc1c(-c2ccccc2)oc2ccccc2c1=O (centres undefined)	-4	-4	-1	7	-4	-3	3	-1	2.5
COc1ccc(/C=N/NC(=O)c2ccccc2O)cc1Cn1cc(Cl)cn1	16	-13	-2	3	4	-2	23	1	-4.9
CCCNc1c(NS(=O)(=O)c2ccc(Cl)s2)c(=O)oc2ccccc12	0	9	0	17	7	-7	-13	-1	0.1
Cc1ccsc1/C=N/NC(=O)Cc1cc(=O)[nH][nH]1	18	-17	-2	7	-1	-1	6	1	1.7
Fc1ccc(Nc2nc(-c3cccnc3)cs2)cc1	-13	4	-3	22	4	-4	10	-2	3.0

# A few values from above:
# Entry for `Cc1occc1C(=O)N1CCCC(N2CCN(c3cccc(Cl)c3)CC2)C1` (centres undefined) under APJ agonist: 2
# Entry for `CCc1noc(N)c1C(=O)Nc1ccc(F)c(Cl)c1` under tim23-1 inh: 2

# Following part:
structure	APJ antagonist	TIM10 inh	NR3A LBD binder	tim23-1 inh	tim10-1 inh	APJ agonist	NLRP3 yeast inh	beta cell repl	MPTP block
CN(C)Cc1c(C(=O)N/N=C/c2cccs2)nnn1-c1nonc1N	1	-15	-4	16	-22	-3	9	0	0.1
CC(C)CC1c2[nH]c3ccccc3c2CCN1CCCn1cccn1 (centres undefined)	16	-11	-2	10	3	-4	10	-2	0.9
Cc1cc(NC(=O)CSCc2ccccc2)no1	16	-3	-2	2	7	-4	17	-1	1.3
O=C(NCC1CCCN1S(=O)(=O)c1cccs1)c1ccc([N+](=O)[O-])cc1 (centres undefined)	-35	-14	-1	0	21	15	8	5	-0.8
COCCN(CC(=O)NC1CCCCC1)C(=O)CSc1nc2ccccc2o1	1	21	-1	20	18	-3	1	-3	0.7
Cc1ccc(C(=O)N[C@H](C(=O)Nc2cc(Cl)cc(Cl)c2)C(C)C)cc1	5	6	0	13	7	-2	6	0	5.7
CCS(=O)(=O)c1ccc(C(=O)Nc2cccc(Cl)c2)c(Cl)c1Cl	17	10	-7	41	30	-3	12	-3	3.2
CCOc1ccc(C(O)Cn2c(=N)n(CCN3CCCCC3)c3ccccc32)cc1 (centres undefined)	18	11	-10	6	6	-5	13	-3	3.5
CCc1ccc(Nc2nc(N3CCOCC3)nc(N3CCOCC3)n2)cc1	17	-10	-2	-1	1	-5	15	-5	-3.0
CCCCN1CC(=O)N2[C@H](c3ccc(Cl)cc3)[C@@H]3C(=O)N(CC)C(=O)[C@@H]3[C@]2(C)C1=O	1	53*	-3	-10	-1	-3	15	-1	-0.6
CCOC(=O)N1CCN(c2c(NCC3CCN(Cc4cccc(C)c4)CC3)c(=O)c2=O)CC1	-6	8	0	7	3	0	29	-3	-1.0
Cc1ccc2nc(-c3cccc(SC4CCCCC4)c3)c(NCc3ccccc3)n2c1	-8	9	-28	29	20	-4	18	-6	12&8.4
COC(=O)C1CN(C(=O)COc2ccc(C)c(C)c2)c2ccccc2O1 (centres undefined)	11	-21	-2	29	24	0	22	-2	0.7
CCc1ccc2[nH]c(=O)c(C3C(C#N)=C(N)Oc4c3ccc3cccnc43)cc2c1 (centres undefined)	10	25	-6	36	41*	-2	20	-6	6.0
Cc1ccc(O)c(C2=Nc3ccccc3C2(C)C)c1	20	11	1	31	22	-4	13	-6	0.9
Cn1c(SCC(=O)Nc2sccc2C(N)=O)nc2ccccc2c1=O	1	-12	35*	-6	-10	3	4	-2	1.4
